# NCI-60 one-dose screen, 48 h, at 10 µM unless noted. Numbers give growth in % (100 = growth as untreated, 0 = no growth, -100 = all killed).
# NCI-H226: NCI-H226 lung cancer. hit rate 3.5% among 79,000. AID 1794732
# HCT-116: HCT-116 colon cancer; hit rate 7.3% among 82,000
# HCT-15: HCT-15 colon cancer | AID 1794746 | hit rate 5.2% among 82,000
# NCI/ADR-RES: NCI/ADR-RES ovarian cells; hit rate 4.4% among 81,000; AID 1794790
# NCI-H322M: NCI-H322M lung cancer. hit rate 2.7% among 80,000
# HT29: HT29 colon cancer; AID 1794748; hit rate 7.4% among 81,000
# NCI-H460: NCI-H460 lung cancer; hit rate 6.8% among 82,000
# NCI-H522: NCI-H522 lung cancer; hit rate 8% among 78,000
# COLO 205: COLO 205 colon cancer | hit rate 7.3% among 79,000 | AID 1794742
# Active calls of the source: *; / = not tested or not shown; & = joins results of further samples. The calls were made as follows: active = growth percent below 10; inactive = the rest.
SMILES,NCI-H226,HCT-116,HCT-15,NCI/ADR-RES,NCI-H322M,HT29,NCI-H460,NCI-H522,COLO 205
N#CC(CC(=O)c1ccc(Cl)cc1)c1ccccc1 (stereo not drawn),105,106,110,108,115,113,119,/,111
COc1ccc(NCc2ccc(CO)n2-c2ccc(OC)cc2)cc1,97,92,94,100,97,110,105,94,101
COc1ccc(Nc2nc(N)nc3c(=O)[nH]ccc23)cc1,105,84,109,100,103,103,107,99,118
CCN1C2CCC1/C(=C\c1ccccc1)C1=C2[C@@H](c2ccccc2)C(C#N)=C(N)O1 (stereo partly drawn),115,76,92,94,89,86,97,86,96
Nc1ccc(-c2ccc(F)cc2)cc1NC(=O)C1CC2CCC(C1)O2 (stereo not drawn),94,94,87,82,88,84,94,64,118
CN(C)/N=C/c1nccc2ccccc12,88,105,100,108,100,102,106,99,105
N/C(=N\N=C\c1cc2ccccc2s1)N/N=C/c1cc2ccccc2s1,100,-70*,105,103,108,108,102,92,112
O=C(O)C1CCc2nc(NCc3ccccc3)nc(NCc3ccccc3)c2C1 (stereo not drawn),101,97,114,109,125,107,114,/,100
O=C(/C=C/c1ccccc1)CC(=O)c1ccccc1,108,71,83,98,118,112,99,/,101
Cc1ccc2[nH]c(C)c(CC(=O)O)c2c1,101,93,106,104,107,96,106,93,99
Cc1ccc(/C=C2\SC(=S)N(CCC(=O)Nc3ncc(Cc4ccccc4)s3)C2=O)cc1,/,103,97,101,100,104,102,95,109
Cc1ccc(S(=O)(=O)NNC(=O)C(Cl)(c2ccccc2)c2ccccc2)cc1,100,91,98,101,/,102,103,99,109
O=C(CSc1nccc(Nc2ccc(S(=O)(=O)Nc3ccccn3)cc2)n1)c1ccc(Cl)cc1,89,92,100,103,104,107,104,75,110
COc1ccc(C2C(C(=O)Nc3cccc(C(F)(F)F)c3)=C(C)NC3=C2C(=O)CC(C)(C)C3)cc1 (stereo not drawn),80,81,85,79,81,94,91,79,91
CC1CC(c2ccccc2)C(=O)CN1C (stereo not drawn),103,105,104,115,124,108,117,114,112
COc1ccc2cc(C3=CCCC3(C)C(=O)O)ccc2c1 (stereo not drawn),116,104,110,118,102,116,119,107,/
O=C(NC1C(O)OC(CO)C(O)C1O)NS(=O)(=O)c1ccc([N+](=O)[O-])cc1 (stereo not drawn),/,113,103,110,107,109,107,108,112
O=C(Nc1cccc(-c2cc(=O)c3ccccc3o2)c1)c1ccc2c(c1)OCO2,104,102,96,103,102,94,104,86,111
CCOC(=O)c1ccc(N=Cc2sc(=O)[nH]c2O)cc1,/,107,99,97,101,104,101,94,104
C#CCNC(=O)c1cccc2c1cc(C)n2-c1nc2c(c(NCc3ccccc3)n1)CCCC2,-67*,-41*,-60*,1.3*,-4.5*,0.9*,-31*,-26*,-46*
O=C(O)CO.[NH2-].[NH2-].[Pt+2],96,106,98,99,103,104,105,95,105
CCOC(=O)c1ncn2c1CN(C)C(=O)c1cc(F)ccc1-2,104,108,108,102,122,117,109,111,118
CC(COC(=O)C(c1ccccc1)C1C=CCCC1)N1CCCC1 (stereo not drawn),95,77,95,94,82,81,101,69,116
Cc1nc(Nc2ccc(NC(=S)Nc3ccccc3)cc2)c2ccccc2n1,97,101,101,107,103,107,107,105,106
COc1ccc(/C=C2\SC(=O)N(/N=C/c3ccc(OC)cc3)C2=O)cc1,95,98,104,102,84,112,104,102,129
CC1=CCC2C1CC=C(C)C(CC[C@H]1[C@@](C)(O)CCC3OC(C)(C)[C@H](OC(=O)c4ccccc4)CC[C@@]31C)C2(C)C (stereo partly drawn),73,52,82,95,96,77,97,68,112
Nc1ccccc1C1CCCCC1,95,96,105,100,107,108,114,106,105
O=C(O)c1sc(C(=O)O)c(-c2ccccc2)c1-c1ccccc1,/,106&107,105&98,97&111,102&115,109&103,110&107,101&95,111&118
Nc1ccc2c(c1)[nH]c(=O)c1cc(N)ccc12,97,111&108,103&103,109&101,103&96,108&102,106&107,93&116,115&84
O=C(Nc1cccc(Cl)c1)Oc1ccc(Cl)cc1Cl,89,102,94,101,93,107,107,85,127
COC(=O)C[Se]C(=O)Cc1c(C)n(C(=O)c2ccc(Cl)cc2)c2ccc(OC)cc12,53,4.8*,12,9.8*,45,9.7*,16,45,49
COc1cc(/C=C/c2cc(/C=C/c3ccc(O)c(OC)c3)n(-c3ccc(C(F)(F)F)cc3)c(=O)n2)ccc1O,104,58,95,102,111,34,90,47,98
Cc1cnc(SCc2ccc(F)cc2)nc1N(C)C,87,101,116,96,109,112,111,101,120
C=C(C)[C@@H]1CC=C2c3sc(-c4ccc(OC)cc4)nc3C[C@@H](C)[C@]2(C)C1,93,93,108,105,107,105,102,90,113
CC(=O)Nc1cccc(Nc2cc(NC(C)=O)ccc2C(=O)NCc2ccc3c(c2)OCO3)c1,109,110,107,108,96,93,110,72,124
CCn1nc(C#Cc2c(C)ccc3c(Nc4ccc(Cl)cc4)nccc23)c2c(N)ncnc21,15,6.7*,23,12,29,3.0*,11,-15*,/
CC(=O)Oc1ccccc1C(=O)N(Cc1ccc2c(Cl)cc(Cl)c(O)c2n1)c1ccccc1,66,31,24,9.0*,55,89,30,72,94
O=C(Nc1cccc(C(F)(F)F)c1)Nc1ccc2oc(=O)ccc2c1,74,79,66,83,97,97,84,71,97
COc1ccc(C(C)=O)cc1S(=O)(=O)Nc1c(N)nc(SC)[nH]c1=O,104,100,100,103,97,104,103,99,101
O=C1CCc2c(sc3[nH]c(=S)n(-c4ccc(OC(F)(F)F)cc4)c(=O)c23)C1,72,30,40,13,91,104,2.8*,7.4*,99
CC(C)C1(C)NC(=O)NC1=O (stereo not drawn),96,109,103,110,129,93,114,101,119
CCOC(=O)c1c(C)[nH]c2ccc(O)cc12,94,103,109,101,100,96,98,53,113
O=C(O)c1ccc(NCc2cccc([N+](=O)[O-])c2)cc1,100,109,103,96,115,94,106,92,118
O=S(=O)(c1ccc(NC(=S)N2CCCCC2)cc1)N1CCCCC1,/,89,98,105,113,102,94,88,115
O=C(Nc1ccccc1)Oc1c(Cl)cc(Cl)c2ccccc12,95,97,100,95,91,119,103,89,114

# Laid out differently: entries from further up
# Value order: NCI-H226, HCT-116, HCT-15, NCI/ADR-RES, NCI-H322M, HT29, NCI-H460, NCI-H522, COLO 205
> COC(=O)C[Se]C(=O)Cc1c(C)n(C(=O)c2ccc(Cl)cc2)c2ccc(OC)cc12
 : 53, 4.8*, 12, 9.8*, 45, 9.7*, 16, 45, 49
> COc1cc(/C=C/c2cc(/C=C/c3ccc(O)c(OC)c3)n(-c3ccc(C(F)(F)F)cc3)c(=O)n2)ccc1O
 : 104, 58, 95, 102, 111, 34, 90, 47, 98
> Cc1cnc(SCc2ccc(F)cc2)nc1N(C)C
 : 87, 101, 116, 96, 109, 112, 111, 101, 120
> C=C(C)[C@@H]1CC=C2c3sc(-c4ccc(OC)cc4)nc3C[C@@H](C)[C@]2(C)C1
 : 93, 93, 108, 105, 107, 105, 102, 90, 113
> CC(=O)Nc1cccc(Nc2cc(NC(C)=O)ccc2C(=O)NCc2ccc3c(c2)OCO3)c1
 : 109, 110, 107, 108, 96, 93, 110, 72, 124
> CCn1nc(C#Cc2c(C)ccc3c(Nc4ccc(Cl)cc4)nccc23)c2c(N)ncnc21
 : 15, 6.7*, 23, 12, 29, 3.0*, 11, -15*, /
> CC(=O)Oc1ccccc1C(=O)N(Cc1ccc2c(Cl)cc(Cl)c(O)c2n1)c1ccccc1
 : 66, 31, 24, 9.0*, 55, 89, 30, 72, 94
> O=C(Nc1cccc(C(F)(F)F)c1)Nc1ccc2oc(=O)ccc2c1
 : 74, 79, 66, 83, 97, 97, 84, 71, 97
> COc1ccc(C(C)=O)cc1S(=O)(=O)Nc1c(N)nc(SC)[nH]c1=O
 : 104, 100, 100, 103, 97, 104, 103, 99, 101
> O=C1CCc2c(sc3[nH]c(=S)n(-c4ccc(OC(F)(F)F)cc4)c(=O)c23)C1
 : 72, 30, 40, 13, 91, 104, 2.8*, 7.4*, 99
> CC(C)C1(C)NC(=O)NC1=O (stereo not drawn)
 : 96, 109, 103, 110, 129, 93, 114, 101, 119
> CCOC(=O)c1c(C)[nH]c2ccc(O)cc12
 : 94, 103, 109, 101, 100, 96, 98, 53, 113

# Other records follow:
SMILES,NCI-H226,HCT-116,HCT-15,NCI/ADR-RES,NCI-H322M,HT29,NCI-H460,NCI-H522,COLO 205
COc1cc(-c2nc(-c3nnc(-c4cccnc4)o3)c3ccccn23)cc(OC)c1OC,86,97,111,82,101,97,109,95,119
Cc1ccc2c(n1)C(=O)C(Cl)=C(Nc1ccccc1C(=O)OC(C)(C)C)C2=O,75,-85*,-66*,64,99,26,86,-34*,-66*
Cn1c(N2CCOCC2)nc(-c2ccc([N+](=O)[O-])cc2)c(C#N)c1=O,88,97,97,92,112,83,107,63,179
O=c1ssc(=Nc2ccccc2)n1-c1ccccc1,98,97,98,104,95,105,99,76,98
Oc1ccc(CSc2nnc(-c3cnccn3)o2)c2cccnc12,24,15,14,33,32,25,2.3*,7.2*,85
CC1[C@H]2[C@H](C[C@H]3[C@@H]4CC=C5c6sc(Nc7cc(Cl)ccn7)nc6CC[C@]5(C)[C@H]4CC[C@@]32C)O[C@]12CC[C@@H](C)CO2 (stereo partly drawn),65,80,81,94,92,93,74,62,68
O=C(CCc1nnc(Cn2c(=O)cc[nH]c2=O)o1)c1nc2ccccc2[nH]1,109,98,100,104,102,109,113,99,103
O=C(C1=C(O)C(=O)N(Cc2cccnc2)C1c1cccc(Oc2ccccc2)c1)c1ccco1 (stereo not drawn),90,108,110,99,92,106,108,88,134
CS(=O)(=O)c1ccc(-c2cc(-c3nnc(SCC(=O)Nc4ccc(C(=O)/C=C/c5ccc(Cl)cc5)cc4)n3-c3ccccc3)c3ccccc3n2)cc1,95,93,96,95,90,106,99,90,106
Nc1c(C(=O)Nc2ccccc2)sc2ncccc12,97,104,93,97,93,104,101,94,106
O=C1CCS(=O)(=O)CC1,111,95,99,100,90,104,104,97,103
COC(=O)C(Br)(C(=O)OC)C(Br)C(Br)C(Br)c1ccccc1 (stereo not drawn),92,-93*,-38*,104,102,32,100,-84*,30
COc1ccc(-c2c(C(=O)NS(C)(=O)=O)n(Cc3cccc(C(F)(F)F)c3)c3ccccc23)cc1,82,85,79,94,95,97,90,81,105
CCCCOc1ccc(OC(=O)Nc2cc(Cl)ccc2OC)cc1,91,99,94,82,90,99,97,75,140
CCS/C(Nc1ccccc1)=C(\C#N)C(=O)Nc1ccccc1,93,93,94,91,97,88,99,66,113
N#Cc1c(NC(=O)c2ccccc2)nn2c3c(cnc12)CCCC3,93,98,104,99,95,108,111,91,108
NS(=O)(=O)c1ccc(C(=O)N=Nc2c(O)[nH]c3ccc([N+](=O)[O-])cc23)cc1,97,99,94,100,99,103,113,95,120
CCCCCCCCCCCCn1c(C)nc2ccccc21,62,37,76,57,92,71,55,32,80
COc1ccc(C(=O)c2cc(S(=O)(=O)O)c(OC)cc2O)c(O)c1,106,104,115,111,113,101,99,90,105
O=C1CCN(c2ccc(-c3ccco3)cc2)N1c1ccc(-c2ccco2)cc1,82,95,91,98,84,102,99,83,91
Cc1cc(Nc2ccc(Cl)cc2)nc(NCCCNc2ccnc3cc(Cl)ccc23)n1,102,-97*,-54*,2.2*,-1.0*,-91*,-45*,-79*,-91*
CCOC(=O)C(NC(C)=O)/C(C)=N\Nc1ccccc1 (stereo not drawn),90,94,100,95,97,102,100,87,98
COc1ccc(C2CC(c3ccc(Cl)cc3)=NN2/C=C2\SC(=S)N(c3ccc(OC(C)=O)cc3)C2=O)cc1 (stereo not drawn),91,86,79,87,96,82,85,79,/
c1ccc(-c2nnn(-c3ccccc3)n2)cc1,91,97,114,116,100,104,114,90,117
CCCCCCC(C(=O)O)C(=O)O,102,101,101,110,103,102,104,90,110
CC(C)NC(=O)OCc1cn2c(c1COC(=O)NC(C)C)CCC2,99,105,96,98,96,102,98,99,102
O=c1ccccn1-c1ccc(C2=NCCO2)cc1,110,95,104,99,98,101,103,81,108
O=C(Oc1ccc(CCI)cc1)c1ccc([N+](=O)[O-])cc1,121,98,96,103,100,80,104,77,101
COc1ccc(OCCC(=O)O)cc1,103,114,99,108,110,104,106,96,119
COc1ccc(-c2cc(-c3nc(OC)nc(OC)n3)on2)cc1,98,89,107,107,106,96,102,99,/
CCOC(=O)c1c(C)nn(CC(O)c2ccccc2)c1NC(=O)Nc1ccccc1F (stereo not drawn),84,93,91,92,86,95,96,75,115
Nc1nc(-c2cccc(Br)c2)cc(-c2cc3ccccc3oc2=O)n1,92,86,106,105,115,117,103,/,113
FC(F)(F)c1nc2nc(Cl)c(Cl)nc2[nH]1,103,119,105,106,/,105,115,97,116
C[C@H](CCC(=O)NCC(=O)NCc1ccc(C(=O)NO)cc1)[C@H]1CC[C@H]2[C@@H]3[C@@H](O)C[C@@H]4C[C@H](O)CC[C@]4(C)[C@H]3CC[C@]12C,98,105,107,110,102,107,113,93,118
CC(O)C(O)C(N)CC=O (stereo not drawn),108,103,98,108,109,100,112,91,116
NCCOCC(N)C(=O)O (stereo not drawn),102,115,97,105,112,98,119,91,116
CCOC(=O)c1ccc(NC(=S)NC(=O)c2cccc(NC(=O)C(C)C)c2)cc1,80,75,24,77,93,80,93,63,95
COc1ccc(Cc2nnc3sc(-c4ccc(OC)cc4)nn23)cc1,100,100,98,100,88,106,103,91,106
COC(=O)Oc1nn(C(=O)OC)c(=O)c2ccccc12,97,101,104,99,103,116,104,111,116
CC(C)(C)C(=O)/C=C/c1ccc(Cl)cc1,99,98,105,102,98,105,104,110,113
COC(=O)c1c2c(c(C)[n+]([O-])c1C)C(=O)C=C(NCc1ccc(F)c(F)c1)C2=O,/,-54*,-83*,-18*,-16*,1.0*,-26*,-53*,/
CC1CC(=O)CC(C)(C#N)C1 (stereo not drawn),96,104,102,106,108,100,101,98,119
